# High-throughput results: PubChem BioAssay, National Center for Advancing Translational Sciences (NCATS)
# Abeta yeast res: compounds reversing amyloid beta toxicity in yeast | yeast expressing A-beta42, growth rescue, OD600, 48 h; response scale: 0% DMSO, 100% iron-clioquinol control | Potency, µM (doses to about 46.1 µM), for the others: at the highest dose growth rescue, most hits filed as activators | 410,000 tested, 0.063% active | AID 1347071; note: potency is the fitted concentration of half-maximal effect; nearly all actives have a fitted effect of over 55% in size
#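 Growth rescue measured by 600 nm absorbance after 48 h yeast culture at 30 C with compound. Values normalized between DMSO and an equimolar ferric chloride plus clioquinol control.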
# DRD3 antagonist: antagonists of human D3 dopamine receptor; P35462; 360,000 tested, 2.5% active; max response, negative = inhibition, %; AID 652054; D3R cells, DiscoveRx beta-arrestin luminescence, antagonist mode; active compounds read low; in the data active = max response below about -50%; inconclusive = no clear call, values can overlap the other calls; note: % is set by controls: 0 for no effect and ±100 for the full control effect; mostly tested at two doses, the higher about 12 µM
#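 Cells expressing the human receptor were seeded at 1500 cells/well, incubated overnight at 37 degrees C in 5% CO2, then exposed to library compounds with dopamine controls for 90 minutes at 37 degrees C before luminescent detection.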
# aSyn rescue: alpha-synuclein toxicity inhibition in yeast | AID 652106 | Potency, µM (series often up to 46.1 µM), inactives show at the top dose growth rescue (activation), hits mostly activators | Yeast expressing alpha-synuclein, growth rescue, BacTiter-Glo, 24 h | 370,000 tested, 0.14% active; note: potency is the fitted concentration of half-maximal effect; % of control where 0% means no effect; nearly all actives have a fitted effect of over 65% in size
#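 Rescue of yeast growth: cells expressing toxic alpha-synuclein, induced in galactose at OD600 0.02, incubated with compound 24 h at 30 C. ATP luminescence quantified growth; inhibitors of toxicity appear as activators.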
# EPAC2 agonist: agonists of human EPAC2 (RAPGEF4); Q8WZA2; EPAC2 activation, biochemical qHTS; response scale: 100% = 6.5 mM cAMP response; Potency, µM (doses to about 154 µM), inactives show at the highest dose activation, actives largely listed as activators; 360,000 tested, 0.079% active; AID 720711; note: potency is the fitted concentration of half-maximal effect; nearly all actives have a fitted effect of over 50% in size
# Target sequence (Q8WZA2 whole entry, looked up): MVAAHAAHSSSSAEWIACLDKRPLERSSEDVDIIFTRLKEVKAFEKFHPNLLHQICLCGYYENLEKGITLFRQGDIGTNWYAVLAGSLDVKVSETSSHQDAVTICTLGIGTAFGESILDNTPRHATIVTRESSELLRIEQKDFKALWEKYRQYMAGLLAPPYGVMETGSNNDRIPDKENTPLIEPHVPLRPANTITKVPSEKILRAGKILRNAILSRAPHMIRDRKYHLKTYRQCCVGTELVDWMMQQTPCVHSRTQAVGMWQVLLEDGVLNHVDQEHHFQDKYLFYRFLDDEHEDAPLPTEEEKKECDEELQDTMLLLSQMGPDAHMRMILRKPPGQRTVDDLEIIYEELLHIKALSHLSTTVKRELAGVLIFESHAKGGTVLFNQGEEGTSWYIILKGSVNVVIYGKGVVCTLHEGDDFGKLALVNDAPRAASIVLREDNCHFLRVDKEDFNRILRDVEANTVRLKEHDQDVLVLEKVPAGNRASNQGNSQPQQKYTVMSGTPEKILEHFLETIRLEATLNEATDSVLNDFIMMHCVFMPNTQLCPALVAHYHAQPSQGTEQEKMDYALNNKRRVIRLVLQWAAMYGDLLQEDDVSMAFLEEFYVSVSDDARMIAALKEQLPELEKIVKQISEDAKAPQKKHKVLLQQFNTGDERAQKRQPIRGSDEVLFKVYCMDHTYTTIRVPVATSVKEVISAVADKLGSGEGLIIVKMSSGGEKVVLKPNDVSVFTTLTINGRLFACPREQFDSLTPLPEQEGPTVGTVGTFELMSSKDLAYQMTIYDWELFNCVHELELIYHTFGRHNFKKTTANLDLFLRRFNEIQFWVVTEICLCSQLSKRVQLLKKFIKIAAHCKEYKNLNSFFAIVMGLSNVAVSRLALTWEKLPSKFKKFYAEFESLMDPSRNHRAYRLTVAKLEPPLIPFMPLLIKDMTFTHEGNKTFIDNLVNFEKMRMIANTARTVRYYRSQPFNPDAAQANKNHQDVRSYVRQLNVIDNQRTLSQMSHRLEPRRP
#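 EPAC2 (100 nM) mixed with Rap1B loaded with BODIPY-GDP (250 nM) plus 50 uM unlabeled GDP; compounds pinned in, 5 min RT, then read every 5 min for 30 min (ex 480, em 540 nm). Normalized to cAMP control.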
# TDP43 rescue: rescues yeast growth from TDP-43 toxicity; 410,000 tested, 1.8% active; Potency, µM (top dose mostly 46.1 µM), inactives show at the highest dose growth rescue (activation), hits mostly activators; TDP-43 expressing yeast growth rescue, BacTiter-Glo, 24 h; note: potency is the fitted concentration of half-maximal effect; % of control where 0% means no effect; nearly all actives have a fitted effect of over 50% in size
#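 Luminescence from BacTiter-Glo reports growth of TDP-43-expressing yeast after 24 hr at 30 deg C with compound. Cells were raffinose-pregrown to mid-log, then seeded in galactose medium at OD600=0.02.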
# DRD3 agonist: D3 dopamine receptor (human) agonism. max activation, %. 410,000 tested, 0.58% active. P35462. D3R DiscoveRx beta-arrestin cells, luminescence, 90 min; in the data active = max activation above about 30%; note: 0% is about no effect; mostly tested at two doses, the higher about 12 µM
#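 Agonist mode: compounds and dopamine controls were applied to plated cells for 90 min at 37 degrees C after an overnight attachment at 1500 cells/well. Luminescent read-out followed 30 - 60 minutes at room temperature with DiscoveRx detection reagent.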
# EPAC2 antagonist: blocks human EPAC2 exchange factor | Q8WZA2 | 360,000 tested, 0.18% active | EPAC2 GEF exchange of Rap1B-BODIPY-GDP, fluorescence | Potency, µM (series often up to 114 µM), inactives show at the top dose activity, negative = inhibition, hits mostly inhibitors; note: potency is the fitted concentration of half-maximal effect; % is set by controls: 0 for no effect and ±100 for the full control effect; nearly all actives have a fitted effect of over 45% in size; many of its hits are not listed in these tables
# FUS suppressor: FUS proteinopathy suppression in yeast; 390,000 tested, 0.24% active; S. cerevisiae FUS-expressing, growth rescue, OD600, 24 h; Potency, µM (titrated, usually from 76.6 µM), without a hit: top-dose growth rescue (activation), most hits filed as activators;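 note: potency is the fitted concentration of half-maximal effect; plate controls were DMSO vehicle for no effect and reference control for full effect; nearly all actives have a fitted effect of over 55% in size; some results filed as inactive show a strong effect at the top dose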
#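 S. cerevisiae expressing FUS from galactose induction served as the toxicity model. Growth after 24hr at 30C, read as absorbance at 600 nm, indicates suppression of toxicity; compounds dosed at several concentrations.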
# Active calls of the source: *; ? = inconclusive; nt = no result given; & = joins results of further samples; [ ] = dose if it differs, or a comment. Unless noted, calls come from the whole dose curve; as a rule, active = well fitted curve in the direction sought with a large enough effect; inconclusive = small, poorly fitted or top-dose-only effect, or another doubt; inactive = no such curve, though single readings can be large; an effect the other way counts as inactive or inconclusive. A portion of the library; rates above refer to the full screens.
SMILES,Abeta yeast res,DRD3 antagonist,aSyn rescue,EPAC2 agonist,TDP43 rescue,DRD3 agonist,EPAC2 antagonist,FUS suppressor
CCOC(=O)C1=CN(Cc2cccc(-c3ccc(F)cc3)c2)S(=O)(=O)N(C)C1C (stereo not given),-1%,-10,-13%,4%,9%,-23,-11%,22%
CC1=C(C(N)=O)C(c2ccc(C)cc2)n2nc(SCc3ccccc3F)nc2N1 (stereo not given),-5%,nt,nt,nt,9%,-1,nt,8%
CCOC(=O)C1CCCN(C(=O)Cn2nc(C)c3c(C)n(-c4ccccc4)nc3c2=O)C1 (stereo not given),-5%,1,5%,2%,15%,0,-3%,8%
O=C(c1ccc([N+](=O)[O-])c(CS(=O)(=O)c2ccc(Cl)cc2)c1)N1CCCCC1,-5%,3,1%,6%,5%,4,-8%,5%
Cc1c(NC(=O)c2cc3ccccc3o2)cccc1-n1cnnn1,12%,22,?,-10%,?,1,5%,4%
CC(C)(C)NS(=O)(=O)c1ccc(NC(=O)C2CCCCC2)cc1,8%,-2,1%,1%,-11%[0.397 µM],-4,-13%,11%
COC(=O)c1ccccc1NC(=O)COc1ccccc1,-1%,11,4%,19%,5%,-1,2%,14%
Cc1nc(CCNC(=O)c2cccs2)cs1,2%,?,-2%,15%,-3%,-1,1%,-16%
O=C(NC(=S)Nc1cccc(Cl)c1)c1cncc(Br)c1,24%,4,0%,-1%,21%,7,2%,-8%
CCOc1ccc2nc(N3CCCC(C(=O)Nc4ccc(Br)c(C)c4)C3)sc2c1 (stereo not given),12%,nt,nt,nt,19%,3,nt,-27%
O=C(CCN1C(=O)CSC1=O)Nc1ccccc1,20%,7,-7%,-5%,-11%,-3,8%,-3%
CC(C)NC(=O)N1CCN(c2ccncc2S(=O)(=O)N2CCOCC2)CC1,9%,5,-7%,8%,4%,-4,-14%,-19%
Cc1cc(-c2cc(-c3ccccc3)on2)nc(NCC2CC2)n1,-14%,13,0%,22%,9%,4,-8%,-16%
COc1cccc(C2CC(=O)Nc3cc4c(cc32)OCCO4)c1OC(C)C (stereo not given),-2%,19,3%,10%,-2%,5,-16%,-18%
Cc1ccc(S(=O)(=O)NCc2ccc(C(=O)N3CCN(c4ccc([N+](=O)[O-])cc4)CC3)cc2)cc1,2%,122,3%,2%,16%,23,3%,-25%
O=C(N/N=C/CCc1ccccc1)C1CCCCC1,0%,0,11%,-4%,-4%,2,-1%,nt
Cc1nn(-c2ccccc2)c(C)c1NC(=O)Cc1cccs1,9%,1,3%,2%,21%,1,-9%,-3%
Cc1cccc(C(=O)OCC(=O)NC2CCCCCCC2)c1,3%,?,10%,19%,?,5,-3%,4%
CN1C=CC(=O)[C@@H](O)[C@H]1c1ccccc1Br,6%,12,2%,8%,15%,8,-1%,-17%
CC(C)(C)c1nc(SCC(=O)N2CCCC2)c2ccccc2n1,-1%,24,10%,-17%,20%,9,5%,-1%
Cc1cc(=O)n2c(nc3ccccc32)[nH]1,1%,-16,0%,4%,-10%,19,-15%,11%
COc1cccc(Nc2n[nH]c(=S)s2)c1,23%,-17,-5%,-1%,12%,2,1%,?
O=C(N/N=C/c1ccc(OC(=O)c2ccco2)cc1)c1ccccn1,0%,1,-1%,1%,-7%[9.22 µM],3,-1%,11%
CCCCN(C(=S)Nc1ccc(F)cc1)c1c(N)n(CCC)c(=O)[nH]c1=O,-17%,-8,-2%,-1%,6%,2,1%,13%
C=CC(=O)N=c1sc2ccccc2n1-c1ccccc1,-30%,3,6%,0%,-2%,1,-21%,11%
O=C(Nc1c2c(nn1-c1cccc(Cl)c1)CS(=O)(=O)C2)c1ccco1,7%,0,-3%,4%,-3%,16,-1%,14%
O=C1CSC(c2ccc(Cl)cc2)N1 (stereo not given),-3%,15,0%,-13%,-7%,7,11%,2%
CC(=O)Oc1ccccc1C(=O)Nc1ccccc1,3%,nt,nt,9%,nt,nt,8%,-16%
CC(C)(C)OC(=O)NCCCCCNC(=O)c1[nH]cnc1C(=O)N[C@@H](CCCCNC(=O)OC(C)(C)C)C(=O)OC(C)(C)C,-5%,55,-14%,-17%,-16%,0,-17%,?
COc1ccc(N2C(=O)NC3CC2(C)Oc2ccc(Br)cc23)cc1OC (stereo not given),18%,12,17%,-18%,20%,2,1%,-5%
COc1ccc(NS(=O)(=O)c2nnc(NC(=O)c3ccccc3F)s2)cc1,-3%&-11%,7,-4%,13%,8%&11%,-6&-8,-4%,9%&-18%
N#C/C(=C/c1ccc(N2CCOCC2)o1)c1ccc(Br)cc1,-43%[inhibitor],-22,10%,-252%[inhibitor],14%,-11,53%[activator],?
CCCn1c(SCC(=O)NC(=O)NCc2ccccc2)n[nH]c1=O,-15%,-10,-32%[inhibitor],2%,-23%,-1,19%,4%
CC(=O)NCc1ccc(-c2csc(NC(=O)CCc3nc4ccccc4c(=O)[nH]3)n2)s1,7%,-6,2%,-2%,-1%,4,3%,25%
O=C(/C=C/Nc1ccc(Nc2ccccc2)cc1)c1cccs1,-3%,0,14%,4%,-17%[0.397 µM],10,-21%,?
Cc1ccc(OC(=O)c2cccnc2)cc1,15%,0,-1%,2%,nt,2,-2%,1%
O=C(NCC(=O)N1CCCC1)NN=Cc1ccccc1O,-13%,-20,-1%,2%,17%,-11,11%,-19%
COc1ccc(OC)c(-c2cc(C(=O)O)c3cc4ccccc4cc3n2)c1,-7%,-12,1%,10%,5%,0,8%,-23%
COCCNC(=O)CCCCCNS(=O)(=O)c1ccc(C)cc1,9%,-11,0%,3%,-3%,-2,4%[57.1 µM],4%
Cc1ccc(CCNC(=O)C2CCCN(S(=O)(=O)c3c(C)noc3C)C2)cc1 (stereo not given),5%,-16,-2%,-1%,-1%,1,-4%,19%
Cc1ccc(C(=O)NNC(=O)CSc2nnc(C3CC3)n2C)cc1,1%,8,7%,3%,-26%,-2,-22%,2%
NC(=O)c1c(/N=C/c2cccs2)sc2c1CCCC2,5%,2,2%,6%,13%,0,10%,-1%
CCCCCCN1C[C@@H](n2cc(C3CC3)nn2)[C@H](O)C[C@@H]1c1ccccc1,-10%,9,1%,4%,24%,6,-3%,-14%
COC(=O)C[C@@H]1C[C@@H]2c3cc(NC(=O)NC4CCCCC4)ccc3O[C@@H]2[C@H](CO)O1,-4%,0,0%,5%,-3%,0,3%,6%
COc1cccc(C(=O)Nc2ccc(S(=O)(=O)N3CCN(C)CC3)cc2)c1,1%,1,2%,4%,-2%,14,8%,-14%

# For convenience, twelve of the compounds above:
SMILES,Abeta yeast res,DRD3 antagonist,aSyn rescue,EPAC2 agonist,TDP43 rescue,DRD3 agonist,EPAC2 antagonist,FUS suppressor
CC(=O)NCc1ccc(-c2csc(NC(=O)CCc3nc4ccccc4c(=O)[nH]3)n2)s1,7%,-6,2%,-2%,-1%,4,3%,25%
O=C(/C=C/Nc1ccc(Nc2ccccc2)cc1)c1cccs1,-3%,0,14%,4%,-17%[0.397 µM],10,-21%,?
Cc1ccc(OC(=O)c2cccnc2)cc1,15%,0,-1%,2%,nt,2,-2%,1%
O=C(NCC(=O)N1CCCC1)NN=Cc1ccccc1O,-13%,-20,-1%,2%,17%,-11,11%,-19%
COc1ccc(OC)c(-c2cc(C(=O)O)c3cc4ccccc4cc3n2)c1,-7%,-12,1%,10%,5%,0,8%,-23%
COCCNC(=O)CCCCCNS(=O)(=O)c1ccc(C)cc1,9%,-11,0%,3%,-3%,-2,4%[57.1 µM],4%
Cc1ccc(CCNC(=O)C2CCCN(S(=O)(=O)c3c(C)noc3C)C2)cc1 (stereo not given),5%,-16,-2%,-1%,-1%,1,-4%,19%
Cc1ccc(C(=O)NNC(=O)CSc2nnc(C3CC3)n2C)cc1,1%,8,7%,3%,-26%,-2,-22%,2%
NC(=O)c1c(/N=C/c2cccs2)sc2c1CCCC2,5%,2,2%,6%,13%,0,10%,-1%
CCCCCCN1C[C@@H](n2cc(C3CC3)nn2)[C@H](O)C[C@@H]1c1ccccc1,-10%,9,1%,4%,24%,6,-3%,-14%
COC(=O)C[C@@H]1C[C@@H]2c3cc(NC(=O)NC4CCCCC4)ccc3O[C@@H]2[C@H](CO)O1,-4%,0,0%,5%,-3%,0,3%,6%
COc1cccc(C(=O)Nc2ccc(S(=O)(=O)N3CCN(C)CC3)cc2)c1,1%,1,2%,4%,-2%,14,8%,-14%

# (continued)
SMILES,Abeta yeast res,DRD3 antagonist,aSyn rescue,EPAC2 agonist,TDP43 rescue,DRD3 agonist,EPAC2 antagonist,FUS suppressor
O=C(c1ccc([N+](=O)[O-])cc1)N1CCC(Cc2ccccc2)CC1,4%,-8,0%,4%,17%,0,-3%,10%
O=C(NCCc1ccccc1C(F)(F)F)c1cc(COc2ccccc2)on1,5%,0,9%,9%,17%,-9,-6%,-20%
C/C(=N\N=C(N)N)c1ccc(Cl)cc1Cl,18%,?,8%,11%,-13%,-5,-1%,9%
CC(Oc1ccccc1)C(=O)OCC(=O)Nc1sccc1C(N)=O (stereo not given),-7%,39,-20%,-14%,13%,12,-1%,nt
O=C(NC1CCCc2ccccc21)C1CCN(S(=O)(=O)c2ccccc2F)CC1 (stereo not given),-2%,-19,16%,10%,?,-4,-7%,nt
COc1cccc(C(=O)COC(=O)C2CC(=O)N(c3ccc(Oc4ccccc4OC)cc3)C2)c1 (stereo not given),12%,3,3%,4%,6%,5,-1%,24%
Nc1ncc(S(=O)(=O)c2ccc(Cl)cc2)c(N)n1,-1%,4,5%,-1%,3%,5,2%,-20%
Cc1ccccc1NC(=O)Nc1cnccn1,8%,5,-1%,5%,28%,-2,11%,1%
NC(=O)COc1ccc(/C=N/NC(=O)C2CCCN2S(=O)(=O)c2ccc(Cl)cc2)cc1 (stereo not given),13%,6,10%,-2%,23%,4,7%,2%
